Assay outcomes: PubChem BioAssay, several laboratories
KLF5 inh = kruppel-like factor 5 inhibition | DLD-1 KLF5 promoter-luciferase reporter, luminescence | inhibition, % at 5 µM | 290,000 tested, 0.23% active | AID 1700;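 active = inhibition above a per-plate limit of that plate's mean compound inhibition plus 3 SD, cut at about 60% in these data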;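 also: 0% = DMSO wells and 100% = LY294002 at 200 µM; higher means less KLF5 promoter-driven luciferase light; inactives centre near -14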
GSK3 alpha inh = human GSK-3 alpha kinase inhibition | AID 2650 | 320,000 tested, 0.1% active | P49840 | inhibition, % at 10 µM | ADP-Glo luminescence, 60 min;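 in the data active = inhibition above about 50%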;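 also: GST-tagged GSK-3 alpha with peptide substrate and 25 µM ATP; 0% = DMSO neutral wells and 100% = GW8510 positive control wells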
Target sequence (P49840 whole entry, looked up): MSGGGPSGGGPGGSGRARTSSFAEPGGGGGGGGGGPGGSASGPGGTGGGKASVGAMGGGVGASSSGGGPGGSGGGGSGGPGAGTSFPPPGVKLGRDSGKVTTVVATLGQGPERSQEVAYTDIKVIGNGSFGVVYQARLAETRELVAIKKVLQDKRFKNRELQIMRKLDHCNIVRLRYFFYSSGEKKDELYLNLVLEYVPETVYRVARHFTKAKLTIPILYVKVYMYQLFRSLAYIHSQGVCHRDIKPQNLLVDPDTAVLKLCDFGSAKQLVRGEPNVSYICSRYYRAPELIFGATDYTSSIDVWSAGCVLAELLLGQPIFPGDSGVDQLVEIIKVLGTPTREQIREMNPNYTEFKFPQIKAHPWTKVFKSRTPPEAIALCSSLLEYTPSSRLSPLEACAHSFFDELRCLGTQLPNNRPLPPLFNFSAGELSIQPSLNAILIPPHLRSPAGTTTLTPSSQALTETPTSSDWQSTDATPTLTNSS
aSyn UTR inh = 5' untranslated region of α-synuclein, MLPCN primary screen. 300,000 tested, 0.82% active. alpha-synuclein 5'UTR reporter, inhibitor activity. inhibition, % (tested at 7.5 µM); in the data active = inhibition above about 60%; inconclusive = no clear call, values can overlap the other calls;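 also: H4 neuroglioblastoma cells stably carrying SNCA 5'UTR luciferase fusion; 0% = DMSO wells and 100% = positive control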
IEC-6 cytotox = kills IEC-6 intestinal cells in KLF5 counter-screen; IEC-6 cytotoxicity, luminescence viability; inhibition, % at 5 µM; 290,000 tested, 0.78% active; in the data active = inhibition above about 22%;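 also: 0% = plate median of test compound wells and 100% = cytotoxic reference compound wells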
GSK3beta inhib = blocks human GSK3beta kinase activity; 300,000 tested, 0.038% active; GST-GSK3beta kinase, ADP-Glo luminescence, 60 min; active compounds read low; P49841; activity score (negative = inhibition), % at 10 µM;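 active = more than half of replicate wells score below -50%, meaning over 50% inhibition versus plate controls; inconclusive = some replicates but at most half score below -50%; inactive = no replicate scores below -50%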;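 also: 0% = median DMSO wells and -100% = median GW8510 positive control wells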
Target sequence (P49841 whole entry, looked up): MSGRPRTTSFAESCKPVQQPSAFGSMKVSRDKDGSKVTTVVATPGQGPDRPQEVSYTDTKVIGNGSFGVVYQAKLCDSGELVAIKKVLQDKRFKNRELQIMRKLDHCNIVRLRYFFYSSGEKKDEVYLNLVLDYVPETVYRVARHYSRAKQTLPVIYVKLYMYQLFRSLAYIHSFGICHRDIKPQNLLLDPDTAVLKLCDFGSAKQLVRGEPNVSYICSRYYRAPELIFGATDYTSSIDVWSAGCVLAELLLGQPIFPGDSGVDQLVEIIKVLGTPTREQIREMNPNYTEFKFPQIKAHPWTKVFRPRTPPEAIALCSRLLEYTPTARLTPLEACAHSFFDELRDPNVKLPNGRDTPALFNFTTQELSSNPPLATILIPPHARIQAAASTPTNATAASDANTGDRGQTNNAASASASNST
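Assay system: GST-tagged human GSK3beta kinase, cell-free; Input: 1.6 ng GSK3beta; Medium: Tris/MgCl2 kinase buffer; Timing: 60 min enzyme reaction, room temperature; Signal: ADP-Glo luminescence quantifying ADP generated by kinase; Evaluation: score relative to plate controls; Benchmarks: DMSO neutral wells and GW8510 at 20 µM as positive.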
HSP90 refold inh = blocks HSP90-mediated luciferase refolding in reticulocyte lysate; Rabbit reticulocyte lysate, luciferase refolding luminescence, 3 h; inhibition, % at 5.6 µM; 290,000 tested, 0.91% active;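 active = inhibition above the screen-wide mean plus 3 SD, computed separately per campaign, cut at about 16% in these data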;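 also: 0% = DMSO wells and 100% = 60 µM geldanamycin wells; inhibitors lower the luminescence because luciferase stays unfolded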
HSF1 activator = increases HSF-1 driven luciferase reporter signal; NIH3T3-HGL HSF-1 luciferase reporter, MG132, 8 h; 100% = twice DMSO control signal; activation, % at 9 µM; 300,000 tested, 1.7% active; AID 504408;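 active = mean replicate activation of at least 50% with a set share of replicates each reaching 50%; inconclusive = only one of those two conditions met; inactive = mean below 50% and too few replicates reaching it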;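 also: 0% = median of the neutral control wells and 100% = twice that signal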
Dyrk1A ADPGlo = Dyrk1A (rat) kinase inhibition | ADP-Glo luminescence, NFATc1 peptide | AID 504441 | inhibition, % at 12.5 µM | 310,000 tested, 0.43% active | Q63470; in the data active = inhibition above about 50%;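 also: plate controls were vehicle with enzyme for no effect and no enzyme for full effect; many of its hits are not listed in these tables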
HSF1 inhib = HSF1 inhibition; NIH3T3-HGL HSE-luciferase, MG132-induced, luminescence 8 h; active compounds read low; activity change, negative = inhibition, % at 7.5 µM (by protocol); 300,000 tested, 0.77% active;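 active = more than half of replicate wells show activity change below -50%, luminescence cut by over half; inconclusive = some wells, but at most half, below -50%; inactive = no replicate well below -50%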;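 also: luciferase reports HSF-1 transcriptional activity via heat shock element; 0% = median of DMSO wells and -100% = zero luminescence signal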
Platelet DG rel = platelet dense granule release activity. human platelet-rich plasma, SFLLRN dense granule ATP release, luminescence. inhibition, %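 (compounds screened at 7.5 µM in platelet-rich plasma)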. 300,000 tested, 0.22% active;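 active = mean replicate score, as percent of positive control, at or above 50; inconclusive = mean below 50 but at least one replicate at or above 50; inactive = mean and every replicate below 50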
Active calls of the source: *; ? = inconclusive; . = not tested or not shown. Only part of the results is shown; the hit share may differ from the screen's.

SMILES	KLF5 inh	GSK3 alpha inh	aSyn UTR inh	IEC-6 cytotox	GSK3beta inhib	HSP90 refold inh	HSF1 activator	Dyrk1A ADPGlo	HSF1 inhib	Platelet DG rel
COc1ccc2c(CC(=O)OCC(=O)N3CCc4ccccc43)coc2c1	10	-2	-37	-1	5	3	-11	1	-5	-4
CCCc1nc2ccccc2c(C(=O)OCC(=O)NCc2ccco2)c1CC	-15	2	-19	-1	-1	-4	24	3	19	-1
Cn1nc(C(F)(F)F)c(-c2ccc(Br)cc2)c1NC(=O)Nc1ccc(F)cc1F	-3	-1	16	2	2	-7	4	1	5	-12
Cc1cc(C)c2ccc(=O)n(CC(=O)N/N=C/c3ccccc3Cl)c2n1	-11	1	18	1	-4	10	12	2	-6	-3
COc1ccc(OCCNS(=O)(=O)c2ccccc2)cc1	-36	0	3	2	-2	-2	4	-4	-2	7
Cc1ccc(-c2nc(-c3cccnc3)sc2CC(=O)Nc2ccc(C)c(Cl)c2)cc1	-22	-3	?	-2	-1	-1	.	0	.	0
O=C(CN1CCN(Cc2ccccc2)CC1)N1N=CCC1c1ccccc1 (stereo unspecified)	16	1	14	4	0	1	2	2	-7	9
Cc1nn(Cc2ccc(Br)cc2)c(C)c1NC(=O)c1nn(C)cc1Cl	-41	-2	12	-7	3	1	1	4	-3	3
Cc1cc(SCC(=O)NC(=O)c2cccn2C)nc2ccccc12	-8	-1	0	-2	-4	10	6	-11	4	1
Cc1ccc(C(CNS(=O)(=O)c2ccc(F)cc2C)N2CCN(C)CC2)cc1 (stereo unspecified)	.	2	-22	.	-2	.	-4	4	-10	-3
C[N+]1(CCOS(=O)C23CC4CC(CC(C4)C2)C3)CCOCC1 (stereo unspecified)	13	-1	-5	2	2	4	3	-9	3	-8
Fc1ccccc1OCCCCn1cncn1	-22	-2	-16	0	2	-2	-8	-9	7	-1
Cc1ccc(S(=O)(=O)N(CC(=O)NCc2ccncc2)C2CCCCC2)cc1	-23	-1	19	-2	-2	-4	-17	-2	1	4
O=C(COC(=O)C1(c2ccc(F)cc2)CCCC1)N1CCc2ccccc21	-33	-4	57	0	1	2	36	0	14	18
COc1cccc(C2=CC(=O)CC(c3ccco3)C2)c1 (stereo unspecified)	.	0	-16	.	-3	.	-5	1	3	-2
COc1cccc(C(C)NC(=S)NCc2ccc(Cl)cc2)c1 (stereo unspecified)	-16	-1	8	-1	2	6	37	0	10	0
Cc1ccc(-n2[nH]c(C)c(C=NC34CN5CN(CN(C5)C3)C4)c2=O)cc1C	-42	-1	-16	0	0	-1	-9	-5	-2	-10
CCN(CC)CC(=O)Nc1nn(-c2ccccc2)nc1C(N)=O	7	-4	24	-2	-1	1	-2	0	-1	5
O=C1C(Cl)=C(Nc2ccccc2O)C(=O)N1CCc1ccccc1	-34	0	-87	0	-2	0	28	3	21	1
O=C(CC1Sc2ccccc2NC1=O)Nc1cccc(-c2nnc3n2CCCCC3)c1 (stereo unspecified)	-9	8	-6	7	1	0	-7	6	-11	1
Cc1ccc(-n2nnc(-c3ccnc4ccccc34)n2)cc1	-27	-4	-191	-1	-1	5	28	0	22	5
CNC(=O)C1CC(=O)N(c2ccc(OCC(=O)N3CCCC3)cc2)C1 (stereo unspecified)	-12	-1	-5	4	5	-3	54*	-3	13	-6
C[C@@H]1NC(=O)[C@H](CCC(N)=O)NC(=O)c2cc([N+](=O)[O-])cc(I)c2NCCC[C@@H](C(N)=O)NC1=O	4	0	.	7	.	6	.	9	.	.
CCOc1ccc(NC(=O)CN(C)C(=O)c2ccc(=O)[nH]c2)cc1OCC	-15	.	-3	3	3	-2	12	-10	-3	-11
COc1ccc(N(C(=O)Cn2cnc3ccccc32)C(C(=O)NC2CCCCC2)c2ccccc2)cc1 (stereo unspecified)	-11	2	18	0	0	6	6	.	9	11

Some values from above:
HSP90 refold inh with COc1ccc2c(CC(=O)OCC(=O)N3CCc4ccccc43)coc2c1 reads 3
Platelet DG rel with COc1ccc(N(C(=O)Cn2cnc3ccccc32)C(C(=O)NC2CCCCC2)c2ccccc2)cc1 (stereo unspecified) reads 11

Going on with the list:
SMILES	KLF5 inh	GSK3 alpha inh	aSyn UTR inh	IEC-6 cytotox	GSK3beta inhib	HSP90 refold inh	HSF1 activator	Dyrk1A ADPGlo	HSF1 inhib	Platelet DG rel
CCc1nc(C)c(-c2ccccc2)c(=O)[nH]1	-24	-3	15	-6	1	0	-2	-4	3	-6
COc1ccc(C)cc1S(=O)(=O)Nc1cc(Cl)ccc1Cl	-9	9	27	0	-5	1	7	-3	0	5
COc1ccc(NC(=O)CC(C)NCCCN2CCCC2=O)cc1 (stereo unspecified)	-6	-3	2	-6	-4	7	-3	-4	-2	1
Cc1ccc(S(=O)(=O)N(C)C)cc1NC(=O)CSc1nc2ccccc2[nH]1	6	-6	30	-2	4	0	-10	1	0	-4
O=C(CCNS(=O)(=O)c1ccc(OC(F)(F)F)cc1)N1CCN(C/C=C/c2ccccc2)CC1	-25	-1	18	-4	1	1	7	-4	8	8
COc1ccc(-c2oc3ccccc3c(=O)c2OC(C)=O)cc1	7	0	-174	-5	3	-5	21	.	-11	-4
COc1ccc(C2(NC(C)=O)CCN(C(=O)c3ccco3)CC2)cc1	-14	-7	15	-1	4	0	19	-6	-9	0
S=C1NCN(Cc2ccco2)CN1	-1	-1	26	-1	-4	1	16	-7	-1	-2
C/C(=N\O)c1cccc(Br)c1	-10	-2	-3	4	1	4	-12	2	-7	-3
COc1ccccc1-n1nnnc1SCC(=O)NC1CCCC1	-5	1	16	-5	3	-2	-1	2	-1	14
C=CCc1cc2c(oc(=O)c3ccccc32)c(C)c1O	-2	3	-24	2	0	-1	-7	12	1	-2
Nc1ccc(S(=O)(=O)Nc2ccccn2)cc1	11	-1	-6	4	-1	-1	-4	5	-2	-2
CCOC(=O)CNC(=O)C1c2ccccc2Oc2ccccc21	-26	-1	-8	-1	-1	-1	8	-4	1	-9
COc1ccccc1NC(=O)CSc1nc(C)c2c(c1C#N)CCCC2	-34	0	1	-3	-2	-1	8	-5	8	-1
O=C(O)CC(CN1C(=O)c2ccccc2C1=O)c1ccccc1 (stereo unspecified)	.	-2	4	.	3	.	-2	-4	-4	20
Fc1ccc2nc3c(nc2c1)CCCC3	-21	-2	2	-3	-1	1	0	-2	-2	-4
CC(OC(=O)Cc1c[nH]c2ccccc12)C(=O)N(C)c1ccccc1 (stereo unspecified)	.	-1	-9	.	1	.	-20	-1	-17	-5
Cc1ccc(CSCCNC(=O)c2ccc(Cl)c(S(=O)(=O)N3CCOCC3)c2)cc1	-28	1	16	-5	-1	-9	0	-6	1	5
CCOCCCn1c(SCC(=O)NC(C)C)nc2ccccc2c1=O	-17	1	10	2	0	-3	10	4	-4	11
COc1ccc(C(=O)CSc2nnn(-c3cccc(NC(C)=O)c3)n2)cc1	-65	0	-119	-2	2	-2	?	6	12	4
C#CCOc1ccc(C2C3=C(CCCC3=O)N(CC(=O)O)C3=C2C(=O)CCC3)cc1Br	-38	-1	-3	4	0	0	-16	-1	-3	7
CSc1nnc(-c2cccc(NC(=S)NN)c2)o1	7	6	-1	-1	-1	-2	0	-3	-5	-1
CC(=O)NN1C(=O)/C(=C/c2ccc(Br)o2)SC1=S	-10	1	-2	-4	-3	-1	15	11	9	1
CC(=O)NC(=O)NC1CSCC1OC(C)=O (stereo unspecified)	-24	3	21	1	1	1	8	5	-4	-6
O=C(NCCC1=CCCCC1)C(=O)NCC(c1ccco1)N1CCN(c2ccc(F)cc2)CC1 (stereo unspecified)	-11	-1	27	-1	-1	2	10	-1	2	-23
SMILES	KLF5 inh	GSK3 alpha inh	aSyn UTR inh	IEC-6 cytotox	GSK3beta inhib	HSP90 refold inh	HSF1 activator	Dyrk1A ADPGlo	HSF1 inhib	Platelet DG rel
O=C(NC(=S)NNC(=O)c1ccc(Cl)cc1Cl)c1cccnc1	-16	.	3	-7	1	-2	-6	-4	0	-1
COc1cc(C(=O)NCCC(=O)NCCN2CCCCCC2)cc(OC)c1OC	-45	-2	-30	-8	0	1	-8	-3	-9	2
CC(=O)c1ccc(Nc2cc(C)nc3c(C)cc(C)cc23)cc1	67*	-1	21	73*	2	2	-11	-7	2	-2
CCSc1c(C(=O)NC)ccc2c1C(=O)c1ccccc1C2=O	8	-4	15	4	0	-2	14	2	-1	-5
CCCn1c(SCC(=O)N2CCc3ccccc32)nnc1-c1ccco1	-33	0	19	0	2	-1	47	-1	14	3
Cc1ccc(NC(=O)CS(=O)CC(=O)N(C2CCCC2)C(C)C(=O)NC2CCCCC2)cc1 (stereo unspecified)	1	-2	37	8	0	2	1	-5	-6	-2
CCOc1ccccc1NC(=O)CSC1=C(C#N)C(c2ccco2)C(C(=O)Nc2nc3ccccc3s2)=C(C)N1 (stereo unspecified)	-7	-2	-1	-2	0	6	14	0	-3	7
CC12CC(c3ccccc3O1)N(C(=O)c1ccco1)C(=S)N2c1ccccc1 (stereo unspecified)	-15	-1	-5	-3	-3	-1	1	11	-6	0
O=C(O)[C@@H]1CCCN1C(=O)COc1ccc2c3c(c(=O)oc2c1)CCC3	-17	1	26	5	0	-1	-3	7	-9	-2
N#CCCN(C(=O)COC(=O)C1=COCCO1)c1ccc(F)cc1	.	-3	1	.	4	.	-11	1	-2	17
CCN(CC)S(=O)(=O)c1ccc(OCCNS(C)(=O)=O)cc1	-1	1	0	-2	2	-2	-10	-2	2	1
CSc1ccc(CN2CCCC(CO)(Cc3ccccc3)C2)cc1 (stereo unspecified)	-12	0	20	-4	-1	0	3	4	0	0
COc1ccc(Cl)cc1N(CC(=O)Nc1cccc(SC)c1)S(C)(=O)=O	-16	1	13	6	1	4	3	4	4	5
c1ccc(CSc2nnnn2-c2ccccc2)cc1	-12	-1	-1	-3	0	1	6	4	4	-2
Cc1nc(NC(=O)c2ccc(Br)s2)sc1C(=O)N(C)C	-131	-1	-122	-3	-3	-3	31	3	17	-9
N[C@@H]1CONC1=O	-21	-1	0	0	3	6	-1	.	-4	2
Cc1cc(O)c(C(=O)/C=C/c2ccccc2Br)c(=O)o1	-29	4	-171	-7	-3	-1	14	6	12	-5
CCC(=O)N1CCc2cc(Br)cc(S(=O)(=O)C3(C(=O)OC)CC3)c21	-22	-2	7	-3	-1	-1	7	3	-4	4
CN1c2ccccc2C(C)(C)C12C=Nc1c(cc(N3CCOCC3)c3ccccc13)O2 (stereo unspecified)	1	.	29	-3	-2	4	20	3	13	1
COC(=O)C(C(=O)Nc1ccc(OC)cc1)C1CCCCCC1 (stereo unspecified)	-20	2	-36	0	1	2	1	4	-9	0
Cc1cc(=O)oc2cc(OCC(=O)NCCCN3CCCC3=O)c(Cl)cc12	-2	0	-25	6	5	3	-4	0	2	-5
O=C1c2cccc3cc([N+](=O)[O-])cc(c23)C(=O)N1c1ccccc1O	-1	-1	-4	5	4	-8	7	-1	-2	0
